# Compound activity from PubChem BioAssay.
# Giardia kill – Giardia lamblia killing; Giardia lamblia trophozoite viability; activity change, % at 7.66 µM, hits read low; actives 0.15% (n = 340,000); AID 540267; in the data active means activity change below about -80%; inconclusive means between about -30% and that limit;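 further: parasites exposed to compound for two days anaerobically before the ATP read; on the % scale 0 is the no-effect control and ±100 the full control effect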
#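 Luminescence from cellular ATP indicates surviving trophozoites (100 cells/well) following 48 hrs anaerobic compound treatment at 37 deg C; signal develops 15-30 min at room temperature.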
# AT treatment – candidate therapy for ataxia-telangiectasia | […] A-T fibroblasts, KAP-1 phosphorylation AlphaLISA; neocarzinostatin DNA damage 30 min before lysis | Potency, µM (top dose mostly 57.5 µM), without a hit: at the highest dose activation, most hits filed as activators | actives 0.19% (n = 320,000); further: potency means the concentration at half of the fitted maximal effect; % of control where 0% means no effect; nearly all actives have a fitted effect of over 45% in size
#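 ATM-like activity read as KAP-1 phosphorylation via AlphaLISA donor/acceptor antibody pairs after lysis and 6 hr at 25C. Cells were ATM-null patient fibroblasts ([…], hTERT), dosed 60 min, then exposed to the DSB inducer NCS for 30 min.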
# TSHR antagonist – blocks TSH signaling through the human TSH receptor | TSHR-expressing cells, TSH-stimulated cAMP HTRF, 2 h; stronger effect = lower value | P16473 | actives 0.2% (n = 330,000) | activity change, negative = inhibition, % at 11.5 µM;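 active means activity change below a set negative limit, meaning inhibition stronger than a set level, cut at about -70% in these data; inconclusive means activity change between two set negative limits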; further: on the % scale 0 is the no-effect control and ±100 the full control effect
#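 TSHR-expressing cells, 200/well, pre-treated with compound, then stimulated with EC80 TSH (4nM final) for 2 hours at 37 deg C. cAMP measured by competitive HTRF: anti-cAMP cryptate antibody in lysis buffer plus cAMP-d2, read after 30 minutes at room temperature.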
# GALK inh – inhibitors of human galactokinase | AID 1868 | Purified GALK, Kinase-Glo residual ATP luminescence | Potency, µM (highest dose often 57.5 µM), for the others: at the top dose activity change, negative = inhibition, most hits filed as inhibitors | actives 0.007% (n = 270,000) | P51570; further: potency means the concentration at half of the fitted maximal effect; on the % scale 0 is the no-effect control and ±100 the full control effect
# Target sequence (P51570 whole entry, looked up): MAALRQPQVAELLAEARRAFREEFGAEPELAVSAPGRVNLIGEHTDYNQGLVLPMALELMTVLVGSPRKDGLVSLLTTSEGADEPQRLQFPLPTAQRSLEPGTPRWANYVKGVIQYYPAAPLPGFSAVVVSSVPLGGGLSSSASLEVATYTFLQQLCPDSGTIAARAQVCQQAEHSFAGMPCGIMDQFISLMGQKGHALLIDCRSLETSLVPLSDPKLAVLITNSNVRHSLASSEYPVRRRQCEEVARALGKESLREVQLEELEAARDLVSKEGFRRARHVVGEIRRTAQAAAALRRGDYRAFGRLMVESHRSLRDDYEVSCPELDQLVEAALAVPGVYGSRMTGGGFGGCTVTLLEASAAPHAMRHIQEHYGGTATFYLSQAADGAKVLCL
#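 5 nM enzyme, 35 uM ATP, 100 uM galactose, 20 mM HEPES pH8.0, 5 mM MgCl2; 1 h RT; residual ATP by Kinase-Glo Plus luminescence, qHTS format.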
# Tb PFK block – T. brucei PFK enzyme inhibition | O15648 | T. brucei PFK, ADP-Glo luminescence | Potency, µM (series often up to 57.5 µM), for inactives: top-dose activity, negative = inhibition, most hits filed as inhibitors | actives 0.17% (n = 330,000);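 further: potency means the concentration at half of the fitted maximal effect; 0% = uninhibited 1x PFK enzyme wells and -100% = no-enzyme wells; nearly all actives have a fitted effect of over 60% in size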
# Target sequence (O15648 whole entry, looked up): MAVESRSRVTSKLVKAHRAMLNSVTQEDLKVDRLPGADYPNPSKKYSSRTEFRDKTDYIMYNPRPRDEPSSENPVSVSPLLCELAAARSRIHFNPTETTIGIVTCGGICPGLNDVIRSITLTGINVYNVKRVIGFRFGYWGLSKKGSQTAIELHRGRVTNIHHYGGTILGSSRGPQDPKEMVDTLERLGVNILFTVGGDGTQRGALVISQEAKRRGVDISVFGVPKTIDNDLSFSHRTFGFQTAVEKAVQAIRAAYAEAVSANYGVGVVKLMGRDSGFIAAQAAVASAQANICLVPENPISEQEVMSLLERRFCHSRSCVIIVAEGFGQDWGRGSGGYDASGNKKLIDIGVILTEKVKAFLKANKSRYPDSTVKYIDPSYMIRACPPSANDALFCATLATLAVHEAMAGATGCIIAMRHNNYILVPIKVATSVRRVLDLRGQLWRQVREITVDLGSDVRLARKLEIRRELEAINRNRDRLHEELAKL
#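 In TEA buffer at pH 8.0 with 5 mM MgCl2, enzyme (1.25 nM) converted F6P (0.5 mM) and ATP (0.1 mM) for 45 min at room temperature. ADP product was read by luciferase luminescence.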
# hERG WT inh – blocks the wildtype human KCNH2 potassium channel | activity change, % at 1.84 µM | AID 720551 | U2OS, BacMam KCNH2, thallium flux FluxOr; stronger effect = lower value | actives 0.37% (n = 340,000);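 active means maximum activity change below -70%; inconclusive means maximum activity change between -70% and -50%; inactive means maximum activity change above -50%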; further: on the % scale 0 is the no-effect control and ±100 the full control effect
#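 U2OS cells were transduced with wild-type KCNH2 virus (2.03 x 10^8 / mL) for 4 h at room temperature, then cultured overnight at 37 C. Thallium flux was read with FluxOr dye. Rate constants were normalized to DMSO controls.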
# TCR act – T cell receptor activation. primary human leukocytes, anti-CD3, IL-2 HTRF, 48 h. Potency, µM (top dose mostly 9.22 µM), without a hit: at the top dose activation of IL-2 secretion, most hits filed as activators. 330,000 tested, under 10 active. AID 504894; further: % of control where 0% means no effect
#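 Compounds are tested in HTS on primary human leukocytes co-incubated with a-CD3 beads for 48 hr. IL-2 output is measured by time-resolved FRET.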
# CXXC DNA block – MLL CXXC-DNA interaction inhibition. MLL-CXXC / FITC-HOXA9 DNA fluorescence polarization. Potency, µM (titrated, usually from 115 µM), inactives show top-dose activity change, negative = inhibition, usual class: inhibitors. actives 0.037% (n = 290,000); active means well fitted inhibition curve with a large enough effect in the polarisation, with a control signal flat, not every such curve was filed as active; inconclusive means small, poorly fitted or top-dose-only effect, or effect the other way, or a change in a side signal; inactive means no such curve, though single readings can be large or run the other way; the % refers to the polarisation; further: potency means the concentration at half of the fitted maximal effect
#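 Purified MLL-CXXC (added from a 7 uM solution) was preincubated 5 min at ambient with pinned compounds in 50 mM Tris-HCl pH 7.5, 50 mM NaCl, 1 mM DTT, 0.05% BSA. Fluorescein-labeled HOX-A9 DNA (50 nM solution) followed, 30 min, then polarization read.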
# BCR signal inh – inhibitors of chronic active B-cell receptor signaling; actives 0.05% (n = 340,000); ABC-DLBCL IkBa-CBG/CBR reporter, luminescence ratio, 4 h; Potency, µM (series often up to 46.1 µM), for inactives: at the top dose ratio change, negative = lower green/red ratio, actives largely listed as inhibitors; AID 493014; active means well fitted inhibition curve with a large enough effect in the signal ratio, with a control signal flat, not every such curve was filed as active; inconclusive means small, poorly fitted or top-dose-only effect, or effect the other way, or a change in a side signal; the % refers to the signal ratio;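 further: potency means the concentration at half of the fitted maximal effect; plate controls were basal doxycycline-induced cells for no effect and cells given 10 µM MG132 for full effect; MG132 reads +100%, hits lower the ratio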
#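 Compounds up to 46 uM were incubated four hours with TMD8 cells whose green CBG68 luciferase is fused to IkappaBalpha; red CBR luminescence normalised the signal, and concentration-effect curves were fitted to fusion, red and ratio data.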
# FBPA coupling cs – coupling enzyme interference in Giardia aldolase counter-screen; coupling enzyme system counterscreen, AmpLite Red fluorescence; activity change, negative = inhibition, % at 58.2 µM, hits read low; actives 0.67% (n = 290,000); AID 2472; in the data active means activity change below about -30%; further: on the % scale 0 is the no-effect control and ±100 the full control effect
#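 Compounds tested against the coupling enzymes alone at 57.5 uM final; readout was AmpLite Red fluorescence (525/598 nm) after 20 min at RT.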
# An asterisk follows results filed as active; u = inconclusive; x = no result given; & = joins results of further samples; [ ] = dose if it differs, or a comment. Unless noted, the call rests on the fitted dose curve; in most records, active means well fitted curve in the direction sought with a large enough effect; inconclusive means small, poorly fitted or top-dose-only effect, or another doubt; inactive means no such curve, though single readings can be large; an effect the other way counts as inactive or inconclusive. Not a hit list; about 1.6% have a hit in one of these screens.
# Every second line gives: Giardia kill	AT treatment	TSHR antagonist	GALK inh	Tb PFK block	hERG WT inh	TCR act	CXXC DNA block	BCR signal inh	FBPA coupling cs
CC(C)NC(=O)COc1coc(CN2CCN(C(=O)c3ccco3)CC2)cc1=O
  -10	8%	2	x	0%	-9	-4%	x	u	x
CC(=O)Nc1nc(C2COc3ccccc3O2)cs1 (stereo not drawn)
  6	-6%	-6	0%	-1%	-11	x	-5%	u	-1
COC(=O)c1ccc(C(=O)O)nc1
  -17	5%	6	0%	-1%	2	-4%	1%	-1%	4
O=C(NNS(=O)(=O)c1ccc(Cl)cc1)c1cccc(S(=O)(=O)N2CCOCC2)c1
  -13	8%	-2	-1%	0%	-18	-2%	7%	3%	1
COc1ccc(Cl)cc1NC(=S)N1CCCC1
  -19	1%	-1	-1%	-1%	-2	2%	-5%	0%	0
O=C(CSc1ncnc2nc[nH]c12)NCCc1ccccc1
  5	0%	13	7%	3%	3	-2%	10%	2%	3
O=C(Nc1ccc(Br)cc1Br)c1cccc2c1C(=O)N(C1CCCCC1)C2
  -22	-9%	-7	7%	4%	-4	-6%	13%	-8%	x
CC1CCN(C(=O)COC(=O)c2nn(C)c(=O)c3ccccc23)CC1
  -15	11%	-11	-1%	2%	-10	-21%	-5%	-1%	x
Cc1cc(=O)oc2cc(NC(=S)NCc3cccnc3)ccc12
  10	-5%	4	5%	-2%	-21	8%	u	u	2
O=C(CCc1ccc(S(=O)(=O)NCCc2ccccc2)cc1)N1CCN(Cc2ccc3c(c2)OCO3)CC1
  x	2%	-21	-1%	-1%	x	x	-11%	-6%	2
NC(=O)c1ccccc1O
  5	-9%	3	-2%	u	11	-1%	-4%&0%	u	2&3
Cn1c(SCCN2CCCCC2)nnc1-c1ccccc1Br
  2	4%	4	-3%	-2%	18	4%	-12%	12%	6
O=C(OCC(=O)N(Cc1ccccc1)C1CCS(=O)(=O)C1)c1cc2c(s1)CCCC2 (stereo not drawn)
  25	0%	-9	2%	1%	12	2%[46.1 µM]	-6%	3%	2
Cc1c(C(=O)N2CC(C)OC(C)C2)[nH]c2ccc(Br)cc12 (stereo not drawn)
  0	-4%	-6	-1%	2%	5	-10%	4%	0%	0
CC(=O)NC(=O)Nc1sc(=S)n(C)c1C
  -10	4%	5	9%	3%	-8	-1%	0%	1%	2
COC(=O)c1c(NC(=O)c2ccc(C)cc2)sc(Cc2ccccc2)c1C
  -7	10%	-8	-1%	-2%	-7	3%	4%	-1%	3
CC(C)CN(C(=O)COc1cccc(-n2cnnn2)c1)C1CCS(=O)(=O)C1 (stereo not drawn)
  15	6%	1	-3%	-5%	-1	3%	-2%	-17%	x
NC(=O)[C@H]1CC2(CC(c3cccc(NC(=O)CC(c4ccccc4)c4ccccc4)c3)=NO2)CN1C(=O)C(c1ccccc1)c1ccccc1 (stereo partly drawn)
  -4	-26%	1	4%	-11%	-10	-6%	-4%	-6%	4
O=C(CCC(=O)N1CCN(S(=O)(=O)c2ccc(Cl)cc2)CC1)Nc1cccc(Br)c1
  -8	8%	3	x	-4%	2	-2%[46.1 µM]	10%	6%	1
O=[N+]([O-])c1cc([N+](=O)[O-])c(Oc2cc(F)cc(F)c2F)cc1NN1CCCCC1
  -5	-2%	-18	x	0%	0	-7%	-4%	7%	-1
Cc1ccc(NC(=O)CCSc2nnc(C)s2)cc1
  5	4%	0	0%	0%	34	-6%[46.1 µM]	1%	8%	1
O=C(COc1ccc(Cl)cc1Cl)NN=C1c2ccccc2-c2ccccc21
  15	-3%	0	3%	2%	-6	-2%[46.1 µM]	6%	u	1
Cc1csc(NC(=O)CN2C(=O)c3ccccc3S2(=O)=O)n1
  u	-6%	3	2%	-2%	-16	2%	62%[activator]	-1%	x
CCCc1cc(C(=O)Nc2cc(C)ccc2O)no1
  12	-1%	-16	-2%	1%	-6	-1%	5%	u	-3
COc1ccc(/C=N/NC(=O)c2ccn[nH]2)cc1COc1ccc([N+](=O)[O-])c(C)c1
  -2	4%	-8	0%	-7%	6	-11%	20%	u	-1
O=S(=O)(NC1CCC(NS(=O)(=O)c2c(F)cccc2F)CC1)c1ccc2c(c1)OCCO2 (stereo not drawn)
  -22	15%	-6	x	0%	x	1%	x	u	x
CCO/N=C/C1=C(O)C(C(=O)OC)C(C)(C)CC1=O (stereo not drawn)
  -10	0%	16	5%	u	-14	-3%	-16%	0%	0
CCOC(=O)C1=C(O)/C(=C\c2cc(C)n(-c3ccccc3F)c2C)N=C1C
  -13	-4%	10	2%	8%	-4	0%	8%	3%	-12
COc1ccc(N2CCN(C(=O)c3ccccc3N(C)S(=O)(=O)c3ccc(C)cc3)CC2)cc1
  -5	-6%	-4	-9%	1%	-1	-2%	u	u	x
Cc1cc(C)nc(NC(=O)/C=C/c2ccc3c(c2)OCO3)c1
  u	13%	-14	0%	-5%	-12	1%[46.1 µM]	-6%	u	-1
CCCCNC(=O)CCC(=O)N1CCN(C(c2ccccc2)c2ccccc2)CC1
  -13	4%	2	5%	3%	0	0%	-3%	-5%	2
CC(C)Oc1ccc(C(=O)NC(Cc2c[nH]c3ccccc23)C(=O)NN)cc1 (stereo not drawn)
  -1	-3%	1	-2%	2%	2	-4%	-11%	4%	1
C#Cc1ccc([C@H]2C=C(C(=O)N3CCN(Cc4ccc5c(c4)OCO5)CC3)O[C@@H](OCc3ccc(CO)cc3)C2)cc1
  -22	-9%	-3	0%	0%	-26	0%	-9%	u	3
COc1cc(/C=C2/N=C(C3CCCCC3)OC2=O)cc(OC)c1OC
  15	0%	-6	-5%	3%	6	-2%	18%	3%	0
O=Cc1ccc(-c2ccc([N+](=O)[O-])cc2Cl)o1
  -11	-2%	-7	0%	0%	-2	-1%	0%	5%	0
Cc1cc(=O)[nH]c(N/N=C/c2cccs2)n1
  12	-3%	12	3%	1%	3	-4%[46.1 µM]	10%	-5%	1
CCc1nc2ccccc2c(C(=O)Oc2ccc(C(=O)OC)cc2)c1C
  4	-4%	-11	1%	5%	-4	2%[46.1 µM]	0%	-1%	0
CCN1C(=NCC(C)C)N[C@@H](c2cccc(C(F)(F)F)c2)C(C(=O)OC)=C1C
  17	1%&-2%	-3&8	x	0%&0%	8	6%	41%&40%[activator]	u	1&3
Cc1ccc(/C=N/N2CCN(c3ccccc3)CC2)cc1
  -10	-3%	13	3%	11%	7	-4%	-6%	1%	-1
CCC(=O)Nc1cccc(C2=NOC3(C2)C[C@@H](C(N)=O)N(C(=O)C2(C)CC2)C3)c1 (stereo partly drawn)
  0	u	14	-2%	-3%	x	3%	1%	5%	-1
O=C(COc1ccc(Cl)cc1Cl)NCCC1=CCCCC1
  -14	-2%	-4	1%	-5%	-1	-12%	-22%	u	2
NC(=O)COC(=O)c1c2c(nc3ccccc13)CCC2
  -16	4%	-5	1%	9%	-22	4%	-2%	16%	-4
C=CCNc1nnc(SCC(=O)N2CCCCC2)c2ccccc12
  8	-2%	-3	0%	-9%	-2	x	5%	u	4
OC1(c2cccs2)CN(c2ccc(Br)cc2)C2=[N+]1CCCS2 (stereo not drawn)
  3	29%	-4	3%	0%	-9	7%	15%	-2%	1
Cc1nc(CN(C)C(=O)c2ccccc2OC2CCN(S(C)(=O)=O)CC2)cs1
  -7	0%	-6	-1%	-4%	-2	1%	-2%	4%	-1
Cc1ccccc1-c1ncc(CN2CCC(CO)(CCCc3ccccc3)CC2)cn1
  6	10%	-2	1%	-4%	7	-2%	1%	2%	-9
CC(=Nc1ccc2c(c1)nc(CO)n2C)C1=C(O)CC(C)(C)CC1=O
  -5	3%	-21	2%	4%	11	3%	-4%	2%	2
COc1cccc(CN2CCN(Cc3ccc(O)cc3)CC2CCO)c1 (stereo not drawn)
  -3	5%	0	-3%	0%	35	-4%	4%	u	-1
NNC(=O)c1cnn(-c2ccccc2)c1C(F)(F)F
  -12	-3%	-3	0%	-7%	11	6%	1%	u	0
Cc1nc2cc(C(F)(F)F)ccc2n1CCNc1nc(-c2cc(Cl)c(N)c(Cl)c2)cs1
  0	9%	-14	x	6%	2	-3%	17%	22%	-1
CC(=O)C(C(C)=O)c1c(Cl)c(O)c(O)c2c(C(=O)c3ccccc3)coc12
  -6	11%	-7	2%	u	1	8%	15%	u	-12
CCOC(=O)c1c(CNCc2ccccc2F)c2sc(C)cc2n1C
  x	6%	-7	x	0%	x	x	x	u	x
CC(OCC(O)CN(C)Cc1nc2ccccc2c(=O)[nH]1)c1ccc(Cl)cc1 (stereo not drawn)
  19	-3%	8	9%	-2%	-4	-4%	13%	u	-4
